SR-BI DiI inh = mouse SR-BI HDL lipid transfer inhibition | inhibition, % at 12.5 µM | Q61009 | ldlA[mSR-BI] CHO cells, DiI-HDL uptake fluorescence, 3 h | actives 0.96% (n = 320,000);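 active means mean replicate inhibition of at least 70% and a set share of replicates each scoring 70 or more; inconclusive means meets just one of the two criteria; inactive means fails both criteria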;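 further: 0% = median of neutral control wells and 100% = median of positive control wells; values of inactives mirror those of a sister screen read the other way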
CAL PDZ FP-1 = inhibitors of human CAL PDZ peptide binding. purified CAL PDZ, TMR-peptide fluorescence polarization, 1 h. inhibition, % at 20 µM. actives 0.02% (n = 330,000). AID 504414;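 active means highest replicate inhibition of at least 40%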;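 further: plate controls were DMSO neutral control wells for no effect and unlabeled competitor peptide control wells for full effect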
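System: purified tagged CAL PDZ domain construct (CerCALP). Schedule: 1 h incubation at room temperature before polarization reading. Medium: 25 mM sodium phosphate pH 7.4, 150 mM NaCl, TCEP, IgG, Thesit. Read-out: percent inhibition from loss of millipolarization. Measured by: FP readout, S and P plane fluorescence. Probe or stimulus: fluorescent TMR peptide probe.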
dFosB activator = mouse delta FosB homodimer activation; P13346; purified delta FosB, TAMRA-CDK5 oligo fluorescence polarization; percent of positive-control signal above neutral wells; activation, % at 25 µM; actives 0.99% (n = 340,000);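 active means mean activation above about 17%, with every replicate also reaching it, limit read from the data, passing the limit was not always enough; inconclusive means only one of the two conditions met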;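 further: fluorescence polarization rise as delta FosB binds a TAMRA Cdk5 AP-1 oligo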
CAL PDZ FP-2 = CAL PDZ (human) peptide binding inhibition; actives 0.92% (n = 300,000); purified CAL PDZ, TMR-peptide fluorescence polarization, 1 h; inhibition, % at 24.9 µM; AID 602252;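 active means mean inhibition of at least 30% with at least half of replicates also reaching 30%; inconclusive means no clear call, values can overlap the other calls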;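 further: 0% = DMSO neutral control and 100% = excess unlabeled competitor peptide PRC23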
NSD2 inh = blocks human histone methyltransferase NSD2; O96028; NSD2 peptide methylation, AlphaScreen, 120 min; inhibition, % at 12.5 µM; AID 743445; actives 0.54% (n = 310,000); in the data active means inhibition above about 50%
Target sequence (O96028 whole entry, looked up): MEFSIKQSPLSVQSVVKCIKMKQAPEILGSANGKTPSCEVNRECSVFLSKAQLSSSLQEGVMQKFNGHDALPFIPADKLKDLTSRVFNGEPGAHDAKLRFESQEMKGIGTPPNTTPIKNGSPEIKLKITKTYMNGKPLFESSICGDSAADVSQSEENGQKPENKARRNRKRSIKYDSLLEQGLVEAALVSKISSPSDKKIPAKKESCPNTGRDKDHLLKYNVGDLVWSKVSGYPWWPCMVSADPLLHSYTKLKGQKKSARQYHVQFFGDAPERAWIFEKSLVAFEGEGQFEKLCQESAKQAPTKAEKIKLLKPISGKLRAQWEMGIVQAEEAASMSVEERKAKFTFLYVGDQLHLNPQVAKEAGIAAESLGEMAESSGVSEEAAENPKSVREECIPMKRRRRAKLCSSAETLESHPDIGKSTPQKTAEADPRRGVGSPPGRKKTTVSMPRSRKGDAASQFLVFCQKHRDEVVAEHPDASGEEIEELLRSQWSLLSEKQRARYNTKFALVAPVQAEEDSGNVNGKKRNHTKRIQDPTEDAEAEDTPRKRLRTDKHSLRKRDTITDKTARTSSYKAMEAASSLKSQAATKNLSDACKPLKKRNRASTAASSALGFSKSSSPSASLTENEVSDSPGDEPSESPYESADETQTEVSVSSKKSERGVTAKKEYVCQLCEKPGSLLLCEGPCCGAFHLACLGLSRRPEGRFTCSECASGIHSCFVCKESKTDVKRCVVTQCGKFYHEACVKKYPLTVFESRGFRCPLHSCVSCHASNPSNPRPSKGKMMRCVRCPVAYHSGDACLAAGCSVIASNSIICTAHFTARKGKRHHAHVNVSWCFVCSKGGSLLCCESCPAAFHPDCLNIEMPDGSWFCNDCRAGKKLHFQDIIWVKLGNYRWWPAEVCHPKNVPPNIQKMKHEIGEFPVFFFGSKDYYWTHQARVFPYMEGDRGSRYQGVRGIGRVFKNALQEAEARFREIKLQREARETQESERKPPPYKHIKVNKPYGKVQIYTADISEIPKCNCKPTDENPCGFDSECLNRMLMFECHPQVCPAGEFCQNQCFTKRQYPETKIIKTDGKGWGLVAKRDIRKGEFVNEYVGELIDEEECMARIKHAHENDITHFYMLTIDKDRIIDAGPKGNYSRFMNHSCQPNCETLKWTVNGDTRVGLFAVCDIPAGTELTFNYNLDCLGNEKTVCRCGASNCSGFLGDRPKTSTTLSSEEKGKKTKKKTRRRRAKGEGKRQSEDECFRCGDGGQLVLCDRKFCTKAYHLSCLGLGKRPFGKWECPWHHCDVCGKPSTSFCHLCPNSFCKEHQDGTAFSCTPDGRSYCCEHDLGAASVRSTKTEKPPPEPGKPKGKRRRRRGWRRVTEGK
MITF act = MITF TRPM1 promoter activation in melanoma cells; actives 0.75% (n = 300,000); SK-MEL-5 TRPM1-promoter luciferase, 24 h; % of positive control, neutral wells = 0; activation, % at 12.5 µM; AID 588334;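 active means mean activation of at least 80% with every replicate also reaching 80%; inconclusive means mean reaches 80% but some replicate falls short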;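 further: 0% = neutral control wells and 100% = parthenolide positive control wells; values of inactives mirror those of a sister screen read the other way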
PvdQ acylase = P. aeruginosa PvdQ acylase inhibition. inhibition, % at 10 µM. actives 0.063% (n = 340,000). purified PvdQ acylase, fluorescence plate reader; in the data active means inhibition above about 30%, passing the limit was not always enough; inconclusive means no clear call, values can overlap the other calls;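 further: 0% = vehicle neutral wells and 100% = reference inhibitor wells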
SR-BI uptake up = enhances SR-BI lipid uptake from DiI-HDL; CHO ldlA[mSR-BI] cells, DiI-HDL uptake fluorescence, 3 h; 100 = double the neutral-control signal; activation, % at 12.5 µM; actives 0.096% (n = 320,000); AID 504775;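 active means mean replicate activation of at least 60% and every replicate at or above 60%; inconclusive means mean or all-replicate condition met, but not both; inactive means mean below 60% and not all replicates reaching 60%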;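 further: 0% = median plate neutral-control signal and 100% = twice that signal; values of inactives mirror those of a sister screen read the other way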
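Assay system: CHO ldlA[mSR-BI] cells, LDL receptor-null, SR-BI overexpressing; medium: Ham's F12 with 0.5% BSA, HEPES 25 mM, pH 7.4; also added: DiI-HDL 10 µg/mL; timing: 3 h uptake period with compound, 37 °C; signal: DiI fluorescence, bottom read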
PfHsp90 yeast 2 = growth inhibition of yeast expressing Plasmodium Hsp90. S. cerevisiae expressing PfHsp90, BacTiter-Glo ATP, 48 h; yeast lacking PDR1 and PDR3 efflux regulators. inhibition, % at 9.4 µM. actives 0.32% (n = 310,000);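 active means every replicate shows inhibition above about 80%, whatever the replicate mean, limit read from the data; inconclusive means mean inhibition reaches the set limit but some replicate falls short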;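 further: 0% = DMSO neutral controls and 100% = 20 µM radicicol positive controls; yeast relying on Plasmodium falciparum Hsp90 in place of its own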
Rtt109 HAT inh = inhibitors of Candida albicans Rtt109/Vps75 histone acetyltransferase; Q5AAJ8; actives 0.16% (n = 330,000); inhibition, % at 34.9 µM; purified Rtt109/Vps75, ThioGlo CoA-SH fluorescence, 4 h;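 active means inhibition of at least 50% in every replicate; inconclusive means best replicate reaches 50% inhibition but some replicates fall short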
* marks the source's active call; other numbers are inactive results; ? = inconclusive; · = not tested or not shown.

SMILES	SR-BI DiI inh	CAL PDZ FP-1	dFosB activator	CAL PDZ FP-2	NSD2 inh	MITF act	PvdQ acylase	SR-BI uptake up	PfHsp90 yeast 2	Rtt109 HAT inh
Cc1ccc(S(=O)(=O)CCC(=O)OCc2nnc(-c3ccccc3)o2)cc1	-5	0.1	-3	-6	2	11	-19	5	·	1
CCOC(=O)CSC1=NC(=O)/C(=C\c2ccc(Cl)cc2)S1	-31	-1.5	-9	-7	-7	-66	-10	31	64	6
Fc1ccc(Cn2c(SCc3ccc(F)c(F)c3)nnc2C(F)(F)F)cc1	25	·	-8	-3	-12	20	-6	-25	-11	-7
Cc1cccc(C(=O)N(CC(=O)Nc2sc(C)c(C)c2C(N)=O)C2CCCC2)c1	·	-2.9	-9	-3	17	1	9	·	12	20
COCCNC(C(=O)Nc1cc(Cl)cc(Cl)c1)c1ccccc1 (stereo unspecified)	4	-3.9	-4	0	-4	1	-13	-4	0	-9
CCc1c(C)c(C#N)c2[nH]c3ccccc3n2c1=S	6	0.3	-3	12	19	·	-15	-6	-13	-6
C#CCOCCOCCOCCNc1nc(N2CCN(C(=O)Cn3cc(CCCN=C(N)N)nn3)CC2)nc(N2CCN(C(=O)[C@H]([C@@H](C)CC)n3cc(CCC(=O)O)nn3)CC2)n1	-11	0.3	-10	-2	·	·	-6	11	9	3
COc1cc2ccc(=O)oc2c(CC=C(C)C)c1OC	16	-0.5	-9	4	·	2	-16	-16	-7	-2
COc1ccc(OC)c(NC(=O)C(=O)N/N=C(\C)CC(=O)Nc2ccc(Cl)cn2)c1	14	-2.5	-4	-3	-3	0	-13	-14	7	-13
CCOc1ccc(Cn2ccnc2CCl)cc1[N+](=O)[O-]	-2	-0.7	-4	-8	0	4	9	2	1	7
CCc1noc(C)c1C(=O)NNC(=O)COc1ccccc1C	-8	-0.7	-5	0	-6	-4	-8	8	7	-8
Cc1ccccc1NC(=O)CCN1CCCCCC1	2	0.2	0	5	1	-3	5	-2	2	-16
Cc1cccc(COc2ncnc3nc[nH]c23)c1	-15	-1.2	-9	-6	-1	22	-13	15	-19	0
COc1ccc(C(=O)Nc2cccc(-c3nc4ncccc4o3)c2C)cc1OC	38	0.4	-16	-1	-2	-5	10	-38	-5	14
CCNC(=S)Nc1cccc(NC(=O)c2ccccc2O)c1	33	-0.5	-3	·	19	-16	1	-33	0	-3
CC(C)Oc1cccc(C(=O)NC(=S)Nc2ccc(Cl)c(C(=O)O)c2)c1	1	-0.6	-4	·	3	-2	-9	-1	0	6
CC1=C(C(=O)OCC2CCCO2)C(c2ccccc2)C2=C(CCCC2=O)N1 (stereo unspecified)	-15	-1.1	0	2	-2	5	-3	15	-11	-34
CN(C(=O)C1CCCCC1)C1CCS(=O)(=O)C1 (stereo unspecified)	-5	-1.6	2	10	-1	0	1	5	·	-4
O=C(c1ccco1)n1nc(-c2cccnc2)nc1NCc1ccco1	-9	-0.9	-8	·	-3	3	-14	9	5	-20
Cc1cnc(C(=O)OCC(=O)c2c(N)n(CC(C)C)c(=O)n(C)c2=O)cn1	-14	-1.3	-9	-5	-10	1	-4	14	27	2
CCN(CC)S(=O)(=O)c1cccc(NC(=O)CSc2nnc(N)s2)c1	12	0.2	-1	-1	-3	-3	4	-12	27	4
O=C(CC12CC3CC(CC(C3)C1)C2)NCC(c1ccc(F)cc1)N1CCOCC1 (stereo unspecified)	-11	-2.1	-19	-2	-1	0	-5	11	13	·
CCCCNC(=O)c1onc(CSc2nc3ccccc3[nH]2)c1C(=O)NCCCC	-2	-0.2	-6	0	·	3	-14	2	5	-10
Cc1ccc(NC(=O)CCN2CCc3ccccc3C2)cc1	-6	-2.2	-4	0	·	-11	0	6	14	1
O=C(CCCc1ccccc1)Nc1ccccc1[N+](=O)[O-]	-17	-1.5	-7	18	9	44	1	17	-11	-15
Cc1ccc(S(=O)(=O)NCCCCCC(=O)Nc2ccccc2C)cc1	-12	-2.5	-4	-2	-4	5	0	12	-4	-2
C/C(CC(=O)Nc1cc(C)ccn1)=N\NC(=O)c1ccncc1	-18	-2.5	-1	-3	3	0	9	18	-14	-9
O=C(Nc1cccc2ccccc12)N1CCc2ccccc2C1	-2	0.0	0	-5	0	9	-1	2	4	-8
COCCN1Cc2cccc(C(=O)Nc3cc(OC)ccc3OC)c2C1=O	4	-1.4	-1	4	5	4	-10	-4	9	5
Cc1ccc(S(=O)(=O)N2CCN(C(=S)NCCc3ccccc3)CC2)cc1	0	-1.5	-3	0	-2	-1	0	0	-34	-7
CS(=O)(=O)N(Cc1ccccc1)c1ccc(C(=O)Nc2cccnc2)cc1	4	-2.9	-3	-2	6	-6	-1	-4	14	27
O=C1NC2(Nc3ccccc31)C(=O)Nc1ccccc12 (stereo unspecified)	-6	-0.8	-4	-4	2	6	-13	6	-1	-17
C=CCn1c(=O)c2ccccc2n2c(SCc3csc(-c4ccccc4)n3)nnc12	1	·	-13	-3	-1	-4	2	-1	0	3
Cc1ccc(C)c(C(=O)COC(=O)c2cc(Cl)nc3ccccc23)c1	11	-2.4	2	-1	-1	1	-22	-11	-32	0
O=C(COc1ccc2ccc(=O)oc2c1)Nc1ccc(CCO)cc1	10	-0.5	-12	-3	20	12	-9	-10	-8	-1
N#Cc1sc2nc(N3CCCCC3)c3c(c2c1N)CCCC3	74*	-0.5	-6	-1	0	10	-13	-74	11	-22
CC1CCCC(NC(=O)COC(=O)c2ccccc2Sc2ccccc2C#N)C1C (stereo unspecified)	12	-1.7	13	3	29	-2	-3	-12	26	-5
COc1ccc(/C=C2\SC(=S)N(CCC(=O)NC3C=CS(=O)(=O)C3)C2=O)cc1 (stereo unspecified)	-17	-1.8	8	-4	-1	-19	-2	17	8	4
COc1cc(C2NC(=O)C(C#N)=C(S)N2c2ccccc2)ccc1OC(C)C (stereo unspecified)	10	-1.1	-17	-1	3	11	-2	-10	-5	122*
O=C(CCN1C(=O)[C@@H]2Cc3ccccc3CN2C1=O)Nc1cccc(F)c1	-14	-1.6	-7	-2	0	1	-5	14	3	-3
CCOC(=O)C1=C2NC(=O)c3ccccc3N2C(=O)C1	-3	-0.9	3	-9	25	-14	0	3	-16	-13
Cc1cccc(N2CCN(C(=O)Cc3ccc(Br)cc3)CC2)c1C	42	-0.9	-7	-2	0	35	-2	-42	-31	5
Cc1cc(C)c(C#N)c(SCC(=O)Nc2ccc(S(=O)(=O)Nc3ncccn3)cc2)n1	13	0.0	-5	·	1	2	-11	·	-98	1
CC1(C)CC(=O)c2cnc(NC3CC3)nc2C1	-13	-1.0	5	-2	16	14	4	13	0	8
CN(C)c1nc(OCCOC(=O)COc2ccc(Cl)cc2Cl)nc(N(C)C)n1	-14	-1.2	-8	-5	-3	-13	-11	14	20	-5
O=C(/C=C/c1ccccc1)/C=C/c1ccccc1	-17	-1.9	-12	-3	6	-78	-2	41	16	-13
O=C(CSc1nnc2ccc(-c3cccnc3)nn12)Nc1ccccc1F	19	-3.5	-3	-2	0	-3	-9	-19	·	-7
O=C(CCS(=O)(=O)c1ccccc1Cl)NC1CCCCCC1	-21	-0.9	-4	-6	0	51	-20	21	-18	-6
CCn1cc([N+](=O)[O-])nc1C	2	-0.3	-3	-1	0	0	12	-2	8	0
CC1CCN(c2ccc(C(=O)NCc3ccco3)cc2[N+](=O)[O-])CC1	24	-1.2	-11	-2	4	3	18	-24	-7	7

Whole records as entered above. Order of values: SR-BI DiI inh, CAL PDZ FP-1, dFosB activator, CAL PDZ FP-2, NSD2 inh, MITF act, PvdQ acylase, SR-BI uptake up, PfHsp90 yeast 2, Rtt109 HAT inh
`O=C(/C=C/c1ccccc1)/C=C/c1ccccc1` across the screens: -17, -1.9, -12, -3, 6, -78, -2, 41, 16, -13
`CN(C)c1nc(OCCOC(=O)COc2ccc(Cl)cc2Cl)nc(N(C)C)n1` across the screens: -14, -1.2, -8, -5, -3, -13, -11, 14, 20, -5

The list goes on.
SMILES	SR-BI DiI inh	CAL PDZ FP-1	dFosB activator	CAL PDZ FP-2	NSD2 inh	MITF act	PvdQ acylase	SR-BI uptake up	PfHsp90 yeast 2	Rtt109 HAT inh
O=C(NCC(c1ccco1)N1CCN(c2ccccc2)CC1)OCc1ccccc1 (stereo unspecified)	8	0.3	-9	5	0	-4	-9	-8	5	6
CC(C)CCNC(=O)C(c1ccco1)N(CC1CCCO1)C(=O)Cn1nnc2ccccc21 (stereo unspecified)	-3	0.3	3	1	-4	9	-10	3	-9	-6
O=C(c1cc2cc(Cl)ccc2oc1=O)N1CCCCCCC1	-20	0.0	-1	-2	-1	·	-13	20	1	3
CC1=C(c2ccccc2)C(O)(c2ccccc2)C(C)C1=O (stereo unspecified)	-3	1.9	0	-1	-2	-17	9	3	18	5
Cc1cc(CN(C)Cc2ccc(OCC(O)CN(C)Cc3ccccc3)cc2)on1 (stereo unspecified)	-7	0.9	-7	2	10	6	0	7	1	-1
CCCC(=O)Nc1sc(-c2ccccc2)c(-c2ccccc2)c1C(=O)O	-19	-0.1	-2	-2	3	0	3	19	-6	4
N#Cc1c(N)nc2c(c1-c1ccc3c(c1)OCO3)CCCCCC2	11	0.6	-5	-6	-1	-12	-16	-11	-109	-3
CC1=CS(=O)(=O)CC1Sc1nc2ccccc2[nH]1 (stereo unspecified)	-20	-1.0	0	9	0	-1	5	20	7	-3
Cc1ccc(S(=O)(=O)N(C)C)cc1-n1c(SCC(=O)Nc2ccc(F)cc2)nc2ccccc2c1=O	5	-2.2	-3	9	-1	-3	5	-5	11	22
O=C1NC2CCCCC2C(=O)N1OS(=O)(=O)c1ccccc1 (stereo unspecified)	-15	0.4	-17	-2	2	5	-12	15	-11	1
CC(c1ccco1)N(C(=O)c1ccc(C#N)cc1)c1ccccn1 (stereo unspecified)	7	0.3	-6	1	1	·	-14	-7	·	5
Cn1c(=O)c2c(ncn2CC(=O)N/N=C/C(Cl)=C/c2ccccc2)n(C)c1=O	-26	0.1	-7	-3	1	4	6	26	-4	2
CCOC(=O)Cn1c(=NC(=O)c2nc3ccccc3s2)sc2cc(S(N)(=O)=O)ccc21	38	-1.9	?	-4	-1	-12	8	-38	4	9
